IDE inh: human IDE inhibitors in live cells, primary screen, fluorescence polarization, HEK cells, FAbetaB substrate; Insulin-degrading enzyme (Homo sapiens), P14735; AID 434962, 2010; FAbetaB cleavage; 320,000 compounds, 0.41% hits; inhibition, % at 5.59 µM;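 active = percent inhibition above the average of all tested compounds plus 3 SD, set per screening campaign, cut at about 16% in these data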;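 also: IDE supplied by intact live HEK cells; FP after avidin binding of uncleaved biotin substrate so inhibition keeps polarization high; 0% = DMSO wells and 100% = 60 µM reference IDE inhibitor Ii1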
GalR3 antagonist: GalR3 antagonists in HEK293 cells, primary screen, cell-based, fluorescence readout. Galanin receptor type 3 (Homo sapiens), O60755. HEK293 GalR3-CNG cAMP membrane potential fluorescence; galR3 body fused to GalR1 C-terminus. inhibition, % at 3 µM. 360,000 compounds, 0.44% hits. AID 651719, 2012;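 active = inhibition above the screen-wide average plus 3 SD, cut at about 13% in these data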;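 also: forskolin and galanin both at EC90 stimulate the cells; cAMP rise reported by CNG channel membrane potential dye signal; 0% = forskolin plus galanin with DMSO and 100% = forskolin alone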
Target sequence (O60755 1-299 limits assumed): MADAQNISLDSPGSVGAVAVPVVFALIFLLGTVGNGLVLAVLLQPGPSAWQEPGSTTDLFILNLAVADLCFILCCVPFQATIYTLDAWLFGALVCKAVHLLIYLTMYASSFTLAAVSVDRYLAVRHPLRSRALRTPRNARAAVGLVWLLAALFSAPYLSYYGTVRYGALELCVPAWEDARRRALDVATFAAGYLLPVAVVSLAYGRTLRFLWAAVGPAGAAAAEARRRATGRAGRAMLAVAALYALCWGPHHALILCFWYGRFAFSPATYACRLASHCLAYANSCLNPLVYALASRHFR
IMP-1 inhibitor: IMP-1 metallo-beta-lactamase inhibitors, primary screen, biochemical, epi-absorbance readout, Pseudomonas aeruginosa enzyme. 290,000 compounds, 0.45% hits. metallo-beta-lactamase IMP-1 (Pseudomonas aeruginosa). inhibition, % at 5.6 µM. purified IMP-1, nitrocefin hydrolysis, epi-absorbance fluorescence. AID 1556, 2009;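 active = inhibition above the mean plus 3 SD of all compounds in the same screening run, cut at about 4.5% in these data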;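 also: 0% = IMP-1 with DMSO and 100% = DMSO wells lacking enzyme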
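Assay system: purified recombinant IMP-1 beta-lactamase. Input: IMP-1 0.2 nM before substrate addition. Buffer or medium: Zinc- and detergent-supplemented HEPES buffer, pH 7.1. Schedule: 25 °C, 15 min preincubation, 25 min reaction. Signal: Epi-absorbance fluorescence, 480 nm excitation, 530 nm emission. Evaluation: percent inhibition from optical density relative to buffer-blank wells.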
IDE cell activ: human IDE activators in live cells, primary screen, fluorescence polarization, HEK cells, FAbeta-B substrate; Insulin-degrading enzyme (Homo sapiens), P14735; FAbeta-B cleavage; 0% vehicle, 100% cell-free pure enzyme wells; activation, % at 5.96 µM; 340,000 compounds, 0.073% hits; AID 493087, 2011;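 active = activation above the mean of all tested compounds plus 3 SD, set per screening campaign, cut at about 17% in these data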
CRFBP-R2 block: antagonists of CRF-BP/CRF-R2 complex, primary screen, cell-based, HEK293, calcium dye fluorescence, uHTS. CRF-induced calcium fluorescence. inhibition, % at 11.8 µM. 350,000 compounds, 0.59% hits. AID 588475, 2011;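 active = inhibition of the ligand-induced calcium signal above about 50% at the single tested concentration, limit read from the data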
SUMO HTRF inh: inhibitors of in vitro SUMOylation cascade, primary screen, biochemical, HTRF, uHTS | SUMO-conjugating enzyme UBC9 (Homo sapiens), P63279 | HTRF SUMOylation assay, SAE1/SAE2 + UBC9 | 290,000 compounds, 0.36% hits | inhibition, % at 35 µM | AID 2006, 2009; in the data active = inhibition above about 50%, passing the limit was not always enough; also: strong numbers were not always called active
Target sequence (P63279 whole entry, looked up): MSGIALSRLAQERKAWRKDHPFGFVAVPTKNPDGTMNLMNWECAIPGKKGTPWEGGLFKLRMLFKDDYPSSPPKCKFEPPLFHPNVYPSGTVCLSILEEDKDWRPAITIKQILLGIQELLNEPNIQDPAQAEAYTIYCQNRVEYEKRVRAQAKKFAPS
HCV NS3 hel inh: inhibitors of HCV NS3 helicase, primary screen, biochemical, Cy5 molecular beacon fluorescence. NS3 helicase DNA unwinding. 290,000 compounds, 0.56% hits. inhibition, % at 10.9 µM;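 active = inhibition above the mean of all tested compounds plus 3 SD, set per campaign, cut at about 35% in these data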;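 also: 0% = DMSO wells and 100% = thioflavine S control wells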
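Material: hepatitis C virus NS3 helicase domain fragment enzyme; measured by: Cy5 fluorescence, 0 and 60 min reads; control set: DMSO and thioflavine S; incubation: 60 min unwinding reaction at 25 °C after ATP addition; read-out basis: % inhibition from 60/0 min fluorescence ratio, DMSO 0%, thioflavine S 100%; repeats: singlicate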
VIM-2 inh: VIM-2 metallo-beta-lactamase inhibitors, primary screen, biochemical, epi-absorbance readout, Pseudomonas aeruginosa enzyme. 290,000 compounds, 0.89% hits. purified VIM-2, nitrocefin hydrolysis, epi-absorbance fluorescence. inhibition, % at 5.6 µM;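 active = inhibition above the mean of all tested compounds plus 3 SD, cutoff set per screening run, cut at about 7.5% in these data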;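 also: red hydrolysis product quenches plate fluorescence so inhibitors raise well fluorescence; 0% = enzyme with DMSO and 100% = DMSO without enzyme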
p-CIP stab down: p/CIP-EGFP fusion destabilizers, primary screen, fluorescence, F442A cells | 16 h | decrease of EGFP signal, % at 10 µM | 290,000 compounds, 0.01% hits;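 active = EGFP signal decrease of at least 30% at 10 µM or well 3 SD below plate mean, unless failing retest; inactive = the rest, including hits failing retest or dose response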; also: some compounds called inactive have numbers as strong as hits; many of its hits are not listed in these tables
Starred values were filed as active, the others as inactive; x = no result given.

cpd	compound	p-CIP stab down	IDE cell activ	IDE inh	IMP-1 inhibitor	HCV NS3 hel inh	CRFBP-R2 block	GalR3 antagonist	VIM-2 inh	SUMO HTRF inh
1	Cn1ccnc1C1CCCCN1Cc1nc(Cc2ccccc2F)no1 (stereo unspecified)	-11	-4	10	-4.0	-4	4	-7	-1.7	11
2	CC1(C)Cc2cccc(OCC(=O)NC3CC3)c2O1	-7	-2	10	-4.8	1	7	-2	-4.7	12
3	CC1CCCC(NC(=S)Nc2cccc(S(=O)(=O)N(C)C)c2)C1C (stereo unspecified)	11	0	2	-2.5	5	3	6	-2.6	16
4	O=S(=O)(Cc1ccccc1)N=Nc1c(O)[nH]c2ccc(Br)cc12	-4	1	7	-1.8	-12	5	x	-1.3	18
5	Cn1c(/C=C/c2cccc([N+](=O)[O-])c2)c([N+](=O)[O-])c(=O)n(C)c1=O	-4	8	4	-6.0	9	-12	-7	-0.6	6
6	O=C(NCc1ccccn1)c1ccc(N2CCCC2)c([N+](=O)[O-])c1	0	3	0	-1.5	-2	5	-6	-0.7	3
7	CC(C)C(NC(=O)c1cccs1)C(=O)NC1=NCCS1 (stereo unspecified)	-2	-2	3	-3.4	7	-5	-4	-2.6	0
8	Cc1cc(=O)oc2cc(OCC(=O)NC3CCN(Cc4ccccc4)CC3)ccc12	-10	7	-3	-2.3	7	-4	-4	4.0	18
9	COc1ccc(C2C(=O)c3ccccc3C2=O)c(OC)c1	2	4	1	-3.7	-4	13	-1	-0.5	11
10	O=C(CSc1nnc2ccccn12)Nc1nsc(-c2ccccc2)n1	-8	-3	2	-3.1	1	9	2	-1.6	-12
11	O=C(COc1ccc(Br)cc1)NC1CC1	-10	0	-5	-2.5	5	6	-2	-2.0	0
12	CCOc1ccc(N(CC(=O)Nc2nccs2)S(=O)(=O)c2c(C)[nH]c(=O)[nH]c2=O)cc1	4	5	3	-4.4	-1	4	-6	-3.7	-2
13	CSCc1ccc(C(=O)NCc2ccc(F)cc2)cc1	3	4	2	-1.9	-2	25	-3	0.7	14
14	Cc1ccc(S(=O)(=O)Nc2nc3c(s2)C(=O)CC(C)(C)C3)cc1	-6	10	-3	-4.6	12	11	3	-2.5	22
15	O=C(Nc1nc2ccccc2s1)C1CCCO1 (stereo unspecified)	-8	-3	3	-2.8	1	16	-5	-2.7	-8
16	COc1ccc(C(=O)Oc2cc(OC)cc(OC)c2C(C)=O)cc1	6	-1	2	-0.4	3	12	-4	-2.2	16
17	Cc1ccc(NC(=O)CS(=O)(=O)c2cn(CC(=O)N3CCOCC3)c3ccccc23)cc1	2	5	5	-3.3	-3	6	-4	-2.3	-10
18	C#CCOc1ccccc1/C=C1/C(=O)ON=C1C	-2	3	1	-1.2	9	2	-6	4.3	30
19	O=C(NCCc1c[nH]c2ccccc12)C(=O)c1c[nH]c2ccccc12	-1	6	4	-4.3	-28	-7	-1	3.1	-5
20	Cc1ccc(-n2c(=O)cc(N3CCc4ccccc4C3)[nH]c2=O)cc1	6	1	-1	-1.2	-4	-31	-6	-0.5	16
21	COc1ccc(OC)c(/C=C/C(=O)Nc2ccc(OC)nc2)c1	7	6	7	-1.6	2	-10	-9	-2.1	19
22	COc1ccc(/C=C/C(=O)OCC(=O)NC2CC2)c(OC)c1	x	3	2	x	x	-15	-4	x	x
23	CCCOc1ccc(C2Nc3cccc4cccc(c34)N2)cc1	-18	1	-5	-0.9	34	2	3	-1.5	4
24	Cc1ccc(C)c(NS(=O)(=O)c2cc(C(=O)NCc3ccncc3)ccc2C)c1	-6	3	6	-0.4	5	-17	0	-1.8	5
25	C/C(CC(=O)Nc1ccc(C)c(Cl)c1)=N\NC(=O)c1cccc(O)c1	-15	1	0	0.3	-8	-8	-11	-0.6	10
26	Cc1nc2ccccc2c(=O)n1Cc1ccco1	-3	x	-2	-1.7	-3	8	-2	-0.2	-2
27	O=C1COc2ccccc2N1Cc1ccc(Cl)cc1	-16	6	6	-1.6	-2	24	-2	-0.9	10
28	CCn1cc(C(=O)N2CCN(c3cccc(C)c3C)CC2)c(=O)c2ccc(C)nc21	-6	5	4	-4.0	0	15	-1	-2.1	10
29	CN(CCOc1ccc(Cl)cc1)C(=O)C1CCN(C(=O)c2ccc(F)cc2)CC1	3	1	7	-2.8	-5	-1	-2	-1.4	-3
30	COC(=O)C1=CN(Cc2ccc(OC)c(OC)c2)C=C(C(=O)OC)C1c1cccs1	-7	0	x	-3.2	-22	16	2	-2.6	10
31	OC1(c2cccc(C(F)(F)F)c2)CCN(CCN2CCCCC2)CC1	-7	6	0	-1.9	5	0	-4	-3.1	-2
32	O=C(CSc1nnc(CNC(=O)c2ccccc2F)o1)NCc1ccco1	-4	6	-2	-1.8	1	-20	-10	-2.8	-4
33	O=C(OCC1CC(c2ccccc2)=NO1)c1ccco1 (stereo unspecified)	-6	5	0	-1.5	4	-5	-2	-0.9	21
34	Cc1ccccc1N=Nc1ccc(O)c2ncccc12	2	7	7	-1.9	8	18	-5	-4.1	-26
35	CN(C(=O)COC(=O)c1ccc(NS(=O)(=O)c2cccs2)cc1)C1CCCCC1	-2	0	-4	-2.0	5	-6	-2	-1.2	-6
36	Cc1csc(NC(=O)CSc2nnc(-c3cccs3)n2C)n1	8	4	1	-2.6	0	-8	-6	-2.2	13
37	COC(=O)c1c(C)[nH]c(C(=O)CSc2ccc(Cl)cc2)c1C	-20	9	-1	-3.2	-3	5	-3	-3.5	2
38	CC(C)(C)N1CCC1C(N)=O (stereo unspecified)	-9	x	1	0.1	-2	x	x	0.0	18
39	Cn1nnnc1Sc1ncnc2scc(-c3ccccc3Br)c12	x	0	-3	x	x	-2	-6	x	x
40	CCOC(=O)Nc1ccc2nc3n(c(=O)c2c1)CCCCC3	18	1	-2	0.1	-1	-6	-5	-1.0	1
41	Cc1nn(-c2ccccc2)c(N2CCCC2)c1/C=N/NC(=O)c1cc(-c2ccccn2)nc2ccccc12	-6	5	0	-4.3	-5	-25	1	-4.0	-10
42	C=CCN1C(=O)CS/C1=N\N=C\c1cccc([N+](=O)[O-])c1	0	3	4	-2.7	9	5	-5	-0.9	1
43	Cc1ccc(OCC(O)CN2CCN(CC(O)COc3ccc(C)cc3Cl)CC2)c(Cl)c1 (stereo unspecified)	1	1	-3	-4.8	-58	-12	-7	-0.7	-17
44	Nc1nonc1C(=O)N1CCCC1	-8	1	0	-1.8	-3	13	4	-2.3	0
45	COc1ccccc1CCNC(=O)NC1CCCCC1	-5	-1	-4	-2.2	-19	-4	2	-2.1	7

Part of the list above in order of length of the SMILES, smallest number first.
cpd	compound	p-CIP stab down	IDE cell activ	IDE inh	IMP-1 inhibitor	HCV NS3 hel inh	CRFBP-R2 block	GalR3 antagonist	VIM-2 inh	SUMO HTRF inh
21	COc1ccc(OC)c(/C=C/C(=O)Nc2ccc(OC)nc2)c1	7	6	7	-1.6	2	-10	-9	-2.1	19
16	COc1ccc(C(=O)Oc2cc(OC)cc(OC)c2C(C)=O)cc1	6	-1	2	-0.4	3	12	-4	-2.2	16
14	Cc1ccc(S(=O)(=O)Nc2nc3c(s2)C(=O)CC(C)(C)C3)cc1	-6	10	-3	-4.6	12	11	3	-2.5	22
28	CCn1cc(C(=O)N2CCN(c3cccc(C)c3C)CC2)c(=O)c2ccc(C)nc21	-6	5	4	-4.0	0	15	-1	-2.1	10
12	CCOc1ccc(N(CC(=O)Nc2nccs2)S(=O)(=O)c2c(C)[nH]c(=O)[nH]c2=O)cc1	4	5	3	-4.4	-1	4	-6	-3.7	-2

New compounds follow.
cpd	compound	p-CIP stab down	IDE cell activ	IDE inh	IMP-1 inhibitor	HCV NS3 hel inh	CRFBP-R2 block	GalR3 antagonist	VIM-2 inh	SUMO HTRF inh
46	COc1ccc(NC(=O)CCCN2C(=O)C(c3ccccc3)Oc3cccnc32)c(OC)c1 (stereo unspecified)	-8	2	1	-3.0	-15	14	-5	-1.3	17
47	COc1ccc(CN2C(=O)CN(C3CCCCCC3)C(=O)C2c2ccc(OC)c(OC)c2)cc1 (stereo unspecified)	-6	2	0	3.9	0	-3	-5	-1.3	-14
48	Cc1ccccc1-n1nc(C)c2cc(C(=O)NC3CC3)sc21	1	0	-3	-0.4	-4	14	-4	-1.4	9
49	CCO[C@H]1OC(C(=O)N2CCN(C)CC2)=C[C@@H](c2coc3ccccc3c2=O)[C@@H]1CCCO	-9	2	1	-2.5	4	3	-9	-3.0	10
50	CN1C(=O)/C(=C\c2ccc(N(C)C)cc2)OC1=S	-359	-124	x	9.5*	-4	-187	-8	8.0*	18
51	Cc1cccc(-c2csc(N)c2C(=O)OC(C)C)c1	-20	7	0	-2.4	5	33	-7	-1.0	-8

Hits appear at their usual frequency; any-hit rate near 3.2%.
